GAA850 FXN act = FXN promoter activators, primary screen, cell-based, luciferase luminescence, HEK293 lucGAA850; activation, % at 6 µM; actives 0.56% (n = 360,000); HEK293 lucGAA850 FXN promoter luciferase reporter, 24 h; percent of 10 µM SAHA response;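 active = activation above the average of all compounds screened plus 3 SD, cutoff fixed separately per campaign, cut at about 7.5% in these data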;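 note: 0% = DMSO wells and 100% = 10 µM SAHA wells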
PG9 Ab binder = binders of HIV-1 gp120 antibody PG9, primary screen, biochemical, TR-FRET | inhibition, % at 6.7 µM | AID 624416, 2012 | HIV-1 gp120 / PG9 antibody interaction | actives 0.43% (n = 360,000) | TR-FRET gp120-PG9 antibody binding; in the data active = inhibition above about 8.5%
sPLA2-III inh = human group III sPLA2 inhibitors, primary screen, biochemical, QFRET, BODIPY PC-A2 liposome substrate | Group 3 secretory phospholipase A2 (Homo sapiens), Q9NZ20 | QFRET BODIPY PC-A2 liposome hydrolysis, fluorescence | inhibition, % at 12.2 µM | actives 0.56% (n = 370,000) | AID 743126, 2013;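 active = inhibition above mean plus 3 SD of compounds lying within the high and low control bounds, cut at about 19% in these data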;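 note: 0% = median of test compound wells and 100% = no enzyme DMSO wells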
Rev-erbA mod = modulators of Rev-erb alpha DNA binding, primary screen, biochemical, FITC-DNA, fluorescence polarization, uHTS; Rev-erbα–FITC-DNA binding, 90 min; actives 0.79% (n = 370,000); activity, % at 10 µM; Nuclear receptor subfamily 1 group D member 1 (Homo sapiens), P20393;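 active = activity above about 14%, limit read from the data; passing the limit was not always enough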;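 note: 0% = DMSO wells with 35 nM protein and 100% = DMSO wells with 750 nM protein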
hgDAF12 agonist = H. glycines DAF-12 receptor agonists, primary screen, cell-based, luminescence, HEK293, GAL4 fusion, UAS-luciferase; HEK293 GAL4-hgDAF12 UAS-luciferase reporter, agonist luminescence; normalized to butyrate control; actives 1.8% (n = 370,000); Nuclear hormone receptor DAF-12 (Heterodera glycines), GAL4 fusion; activation, % at 6.8 µM;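 active = activation above a cutoff set at the mean of all screened compounds plus 3 SD, cut at about 10% in these data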;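 note: 0% = DMSO wells and 100% = sodium butyrate wells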
hcDAF12 agonist = H. contortus DAF-12 nuclear receptor activators, primary screen, cell-based, luminescence, HEK293, lit1-tk-luc reporter | HEK293 hcDAF-12 lit1-tk-luc reporter; 0% DMSO, 100% Δ7-dafachronic acid | activation, % at 6.8 µM | AID 652067, 2013 | actives 1.4% (n = 370,000);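 active = activation above the mean of all tested compounds plus 3 SD, cut at about 5.5% in these data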;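 note: 100% = response to 3 µM Δ7-dafachronic acid high control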
ssDAF12 agonist = S. stercoralis DAF-12 nuclear receptor activators, primary screen, cell-based, luminescence, HEK293, GRIP1 co-expression, lit1-tk-luc; activation, % at 6.8 µM; HEK293 ssDAF-12/GRIP1 lit1-tk-luc reporter; % of 3 µM dafachronic acid response; Nuclear hormone receptor DAF-12 (Strongyloides stercoralis); actives 1% (n = 370,000);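 active = activation above the mean over all tested compounds plus 3 SD, cut at about 0.9% in these data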;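 note: 0% = DMSO-only wells and 100% = 3 µM delta7-dafachronic acid wells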
DAX1 inh-1 = DAX1 (NR0B1) inhibitors on StAR promoter, primary screen, cell-based, luminescence, SF-1 (NR5A1), full-length DAX-1; actives 1.1% (n = 370,000); HEK293T StAR-luciferase reporter, SF-1/DAX-1 repression relief; inhibition, % at 6.8 µM; AID 652010, 2013;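 active = inhibition above the mean over all tested compounds plus 3 SD, cut at about 3.6% in these data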;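 note: 0% = DAX-1 cells with DMSO and 100% = cells lacking DAX-1 with DMSO; higher inhibition means more luminescence from relief of DAX-1 repression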
SMARCA2 act = SMARCA2 (BRM) function activators, primary screen, cell-based, luminescence, high throughput; MG213 cells, MMTV-luciferase reporter, dexamethasone, overnight; AID 652017, 2013; actives 1% (n = 370,000); activation, % at 9.1 µM; in the data active = activation above about 7.8%;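 note: 0% = vehicle wells and 100% = reference activator wells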
DAX1 inh-2 = DAX1 (NR0B1) inhibitors, primary screen, cell-based, HEK293, Gal4-DAX1, luciferase luminescence | HEK293 Gal4-DAX1 luciferase reporter | inhibition, % at 6.75 µM | actives 0.99% (n = 340,000) | AID 504766, 2011;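 active = inhibition above the mean over all tested compounds plus 3 SD, cut at about 4.2% in these data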;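 note: 0% = DAX1-transfected cells with DMSO and 100% = empty-vector control cells with DMSO; inhibition shows as a rise in luminescence from relieved DAX1 repression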
PLC-beta3 inh = human PLC-beta3 inhibitors, primary screen, biochemical, fluorescence; 1-phosphatidylinositol 4,5-bisphosphate phosphodiesterase beta-3 (Homo sapiens), Q01970; Purified PLC-beta3, fluorogenic substrate; inhibition, % at 12.2 µM; actives 0.18% (n = 370,000); AID 720704, 2013; in the data active = inhibition above about 11%;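 note: 0% = median of compound wells on plate and 100% = full blocker control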
Target sequence (Q01970 whole entry, looked up): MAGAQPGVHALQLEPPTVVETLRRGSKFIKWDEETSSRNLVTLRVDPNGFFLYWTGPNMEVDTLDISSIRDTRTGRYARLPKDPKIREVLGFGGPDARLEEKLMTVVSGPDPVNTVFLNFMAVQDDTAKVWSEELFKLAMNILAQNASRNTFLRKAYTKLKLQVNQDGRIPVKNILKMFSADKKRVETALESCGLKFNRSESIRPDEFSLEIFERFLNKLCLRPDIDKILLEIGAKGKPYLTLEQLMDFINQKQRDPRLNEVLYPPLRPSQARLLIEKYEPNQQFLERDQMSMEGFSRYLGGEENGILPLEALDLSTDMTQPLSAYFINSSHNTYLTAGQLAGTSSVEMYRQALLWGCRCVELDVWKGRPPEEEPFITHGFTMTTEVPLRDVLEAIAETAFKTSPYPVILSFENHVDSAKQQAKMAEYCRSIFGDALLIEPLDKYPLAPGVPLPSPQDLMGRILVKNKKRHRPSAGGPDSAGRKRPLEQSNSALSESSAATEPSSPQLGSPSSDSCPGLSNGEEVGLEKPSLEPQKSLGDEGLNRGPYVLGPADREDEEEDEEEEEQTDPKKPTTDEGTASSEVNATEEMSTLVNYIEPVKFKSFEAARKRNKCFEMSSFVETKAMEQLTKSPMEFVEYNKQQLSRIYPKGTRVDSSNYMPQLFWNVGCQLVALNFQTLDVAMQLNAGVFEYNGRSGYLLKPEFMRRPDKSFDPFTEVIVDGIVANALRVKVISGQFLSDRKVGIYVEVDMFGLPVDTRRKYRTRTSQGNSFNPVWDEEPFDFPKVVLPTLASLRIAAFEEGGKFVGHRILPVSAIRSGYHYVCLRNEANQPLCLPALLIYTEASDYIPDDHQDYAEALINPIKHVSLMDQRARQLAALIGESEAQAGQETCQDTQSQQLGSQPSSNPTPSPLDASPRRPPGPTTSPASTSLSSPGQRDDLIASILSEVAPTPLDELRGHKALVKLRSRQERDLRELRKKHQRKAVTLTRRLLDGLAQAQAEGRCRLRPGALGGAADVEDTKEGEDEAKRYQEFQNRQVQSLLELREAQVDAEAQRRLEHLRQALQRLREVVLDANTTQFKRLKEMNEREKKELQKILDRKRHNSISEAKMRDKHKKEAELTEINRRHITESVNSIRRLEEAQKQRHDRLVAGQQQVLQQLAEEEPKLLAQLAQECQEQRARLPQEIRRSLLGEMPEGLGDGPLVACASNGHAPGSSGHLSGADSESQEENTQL
* hit, by the source's call; / = not tested or not shown.

Values run as follows: DAX1 inh-1	sPLA2-III inh	PG9 Ab binder	Rev-erbA mod	ssDAF12 agonist	GAA850 FXN act	hgDAF12 agonist	SMARCA2 act	PLC-beta3 inh	DAX1 inh-2	hcDAF12 agonist
- CC(=O)Nc1ccc(OCCOc2ccc(/C=C3\C(=N)N4N=C(C)SC4=NC3=O)cc2)cc1
  -0.2	4.3	1.9	3.5	-1.2	0.3	-1.8	-0.2	-9.5	-0.3	-1.3
- O=C(OCC(=O)N1CCCCCC1)c1cccc(Cl)c1
  0.1	8.2	1.3	4.5	-0.9	3.1	0.1	-1.5	-5.9	3.7	-0.2
- CN(C(=O)c1ccc(OC2CCN(CCc3ccccc3)CC2)cc1)C1CCOCC1
  0.2	-4.4	-0.6	5.3	-1.5	1.6	-2.8	-1.1	-3.6	3.8	-0.7
- CN=C(Nc1ccc(Br)cc1)SC1CC(=O)N(c2ccc(OC)cc2)C1=O (configuration not stated)
  -0.5	-11.2	-1.8	-1.3	-1.7	2.5	-0.9	-4.3	1.0	-1.9	-1.1
- CCc1nnc(NC(=O)CSc2nnc(-c3ccncc3)n2C)s1
  -0.4	0.0	-1.4	0.5	-0.8	1.0	-0.5	-2.1	-1.5	-1.9	-1.6
- CCC(=O)Nc1ccccc1C(=O)OCc1ccc(C(=O)c2ccccc2)cc1
  -0.2	-11.7	0.5	6.2	-1.4	1.2	3.2	-2.9	-2.2	-0.8	-0.6
- CN(C(=O)COC(=O)/C=C/c1ccc2ccccc2n1)C1CCS(=O)(=O)C1 (configuration not stated)
  0.2	-3.1	-1.6	9.1	-0.5	-1.8	1.4	-2.3	-5.6	0.3	-1.6
- CCC(=O)N1CCc2cc(Br)c(S(=O)(=O)N3CCC(C(=O)NCCCOC(C)C)CC3)cc21
  -0.1	1.4	/	0.4	-0.3	/	2.4	-3.3	3.4	/	-2.7
- N#Cc1nc(-c2ccco2)oc1N1CCOCC1
  -0.2	6.2	1.3	-0.5	-1.8	-0.2	-1.8	-0.3	-35.9	0.3	-1.2
- C[C@H](NC(=O)c1nc[nH]c1C(=O)NCCCCCNC(=O)OC(C)(C)C)C(=O)OCc1ccccc1
  -0.3	-11.8	0.9	3.7	-0.9	-1.7	0.9	-0.8	6.4	-1.3	-1.6
- Cc1ccccc1C(=O)NNc1ccc([N+](=O)[O-])cc1
  -1.0	1.2	-1.2	0.3	-1.4	0.8	0.8	3.2	2.7	0.6	0.2
- COC(=O)C(C)N(C#N)c1nc(C)cc(C)n1 (configuration not stated)
  -0.8	8.8	-0.2	-2.9	-0.9	-1.8	9.6	-0.2	0.9	3.3	-0.4
- CC(C)COC(=O)n1ccc(C(=O)N2CCCCC2)n1
  0.2	8.7	1.4	6.7	-0.3	5.4	1.1	1.3	9.8	1.0	-1.1
- CCOC(=O)CC1=CC(=O)Nc2ccccc2N1
  -0.1	1.9	-1.0	3.2	-0.9	0.1	-0.7	-0.7	-0.6	0.5	-2.0
- CC(C)CNc1ncnc2c1cnn2Cc1ccc(Cl)cc1
  -0.7	-2.6	-2.2	-1.6	-1.1	-0.4	-2.2	1.3	-5.4	/	-2.0
- Cc1cccc(NC(=O)[C@H]2CC(=O)O[C@@H]2c2ccccc2)c1C
  -0.8	5.7	/	-6.3	-1.5	/	1.9	-1.2	0.1	/	0.8
- Cc1ccccc1OCC(=O)NNC(=O)CSc1nc(N)cc(N)n1
  -0.1	-3.1	-0.1	-0.6	-0.7	2.9	3.3	-0.2	-2.9	0.4	1.1
- O=C(c1cc(F)cc2c1OCOC2)N1CCN(c2ccc(F)cc2)CC1
  0.1	1.6	-1.0	-3.1	-2.2	-1.8	-2.4	-3.2	-2.3	0.4	-3.0
- Cc1ccc(OCC(=O)OCc2c(C)noc2C)cc1C
  -0.1	-0.9	0.5	0.6	-1.1	-0.4	1.9	0.2	-0.3	1.0	-0.6
- COc1ccc2oc(C(=O)C3CC3)c(N)c2c1
  1.8	9.5	-1.1	1.4	-0.8	4.6	6.9	5.7	-33.0	0.5	1.1
- CC1(C)C/C(=N/Nc2ccc([N+](=O)[O-])cc2[N+](=O)[O-])C(C)(C)O1
  -0.1	-2.2	0.4	4.2	-0.1	0.3	-0.8	1.9	-0.1	3.1	0.1
- O=C(NC(=S)NNC(=O)c1ccccc1O)c1cccnc1
  2.4	33.1*	-0.5	-0.6	0.1	-0.6	2.4	-2.0	-2.0	4.3*	2.2
- COc1ccc(C2CC(=O)C3=C(C2)Nc2ccccc2N(C(=O)CCC(=O)O)C3c2ccc(F)cc2)cc1OC (configuration not stated)
  -0.4	0.0	-2.8	3.2	-1.0	0.8	0.1	3.2	-66.4	-0.6	-1.1
- O=S1(=O)CCOC[C@H](Cc2ccccc2)N1Cc1cccc(F)c1
  -0.6	0.5	1.0	-0.8	-0.8	-0.3	0.1	0.6	2.6	-1.4	-2.4
- CCN(CC)CCn1c(-c2ccccc2)nc(=S)c2c1CC(C)(C)OC2
  0.7	21.2*	-3.4	2.4	-0.1	-2.8	0.4	-6.6	5.3	0.5	-0.9
- COc1ccc2c(c1)[C@@]1(NCCc3c1[nH]c1ccc(OC)cc31)C(=O)N2C
  1.6	2.1	/	3.0	-0.2	/	-2.0	-2.9	0.9	/	2.3
- COc1ccc(/C=C/C(=O)N(c2ccccn2)C2CCCCC2)cc1OC
  -0.5	-1.2	-0.8	0.0	-1.6	0.4	-3.8	-1.1	-26.1	-0.4	-0.5
- COc1cccc(-c2nc(CS(=O)(=O)CC(=O)N3CCc4ccccc43)c(C)o2)c1
  -0.5	-19.1	1.2	-1.4	-0.6	1.1	1.1	1.2	4.0	-0.3	2.7
- O=C(O)COc1ccc2c(-c3ccccc3)cc(=O)oc2c1
  -0.4	2.0	-0.2	1.0	-1.2	-0.4	0.0	2.1	-16.9	-0.7	0.8
- COc1ccc(CCN(CC(=O)NCc2ccc(F)cc2)C(=O)c2snc(C(N)=O)c2N)cc1OC
  0.1	5.2	0.8	0.1	-0.9	1.1	-1.4	0.1	-13.1	0.4	-2.0
- CCOC(=O)[C@@]12CCCC3=C1N(CCC3)C(=O)[C@H]2CC(=O)NCc1ccc(OC)c(OC)c1
  -0.7	-2.8	/	3.5	-0.9	/	-1.5	-3.2	3.4	/	-2.5
- CC(C)[C@@H]1Cc2[nH]n(C)c(=O)c2[C@H](c2ccc(Cl)cc2)O1
  1.3	-5.8	4.1	7.4	-1.0	/	-1.9	-3.5	2.3	/	0.1
- Cc1cc(N2C(=O)C3C4c5ccccc5C(c5ccccc54)C3C2=O)no1 (configuration not stated)
  -1.6	-1.2	0.3	5.4	-2.0	-3.6	-3.8	-2.7	0.6	-1.5	-2.8
- COc1cc2nc(CN3CCC(C(O)(c4ccccc4)c4ccccc4)CC3)[nH]c(=O)c2cc1OC
  -0.9	-1.7	1.0	6.5	-1.4	0.9	-0.5	3.0	-11.1	1.0	-2.9
- C=CCNC(=O)Cc1ccc(S(=O)(=O)N2CCOCC2)s1
  -0.3	3.8	-0.5	-1.8	-0.8	1.0	-1.8	-0.4	-14.9	0.4	-0.9
- O=C(NCNC(=O)c1ccccc1)c1ccccc1
  -0.2	4.8	1.8	5.3	-1.5	0.1	0.0	0.4	2.6	-1.6	-0.7
- COc1ccc(N2CCN(C(c3nnnn3CCc3ccccc3)C(C)C)CC2)cc1 (configuration not stated)
  0.0	3.1	1.2	-2.3	-1.0	0.6	-0.1	-2.4	0.9	-0.1	-1.5
- O=c1cc(N2CCN(c3cccc(C(F)(F)F)c3)CC2)[nH]c(=O)n1C1CCCCC1
  /	-4.4	/	2.0	-1.0	/	-0.7	/	1.3	/	-1.5
- CC(Oc1cccc(Cl)c1)C(=O)NCCCCc1ccccc1 (configuration not stated)
  0.5	-2.3	-1.2	3.0	-0.4	1.3	0.1	-1.5	-4.2	0.0	-1.4
- CC[C@]12c3[nH]c4cc(CCC(=O)N(C)C)ccc4c3CCN1C(=O)[C@@H](CC(=O)NCCCN(C)C)C[C@@H]2C(=O)N1CCN(C(=O)c2ccco2)CC1
  3.9*	3.2	-0.8	2.5	-0.1	-0.7	1.3	-2.9	1.3	0.5	-0.1
- COc1cccc(-c2ncn(CCc3ccccc3OC)c2CC(C)C)c1
  -2.2	-9.9	1.0	0.8	-1.6	/	-4.5	-5.9	3.3	/	-3.6
- Cc1cc(C(=O)OCC(=O)NC(=O)c2cccn2C)c2ccccc2n1
  0.6	-0.7	2.5	11.6	-1.5	2.1	-0.1	-2.5	-12.4	1.3	-1.5
- NC(=O)C1(Nc2ccc(Br)cc2)CCCC1
  -0.8	-1.7	-0.2	-2.6	-1.1	1.1	0.9	-3.5	3.0	0.4	-0.8
- FC(F)(F)c1ccc(N2CCOCC2)c(NC2=NCCCCC2)c1
  -0.1	0.7	-0.2	-5.4	-0.3	0.1	-0.9	-4.2	-0.1	-1.1	0.0
- O=C(Cn1cc2c(n1)CCCCC2)NC1CCCCCC1
  1.3	1.0	-1.1	4.1	-0.6	1.7	1.4	1.4	2.2	-0.2	-1.1
- CN=C(Nc1cc(C)nn1-c1ccccc1)c1ccc(F)cc1
  0.0	10.7	1.9	-4.0	-1.8	1.3	-2.2	-2.0	-0.1	1.2	0.4
- COc1ccc(CCNC(=O)C(=O)NCC2OCCN2S(=O)(=O)c2ccc(Br)cc2)cc1OC (configuration not stated)
  -0.5	10.8	0.2	-2.4	-1.2	2.5	0.8	-2.4	-39.9	0.3	-2.8
- Cc1cn(CC(=O)NCCCN2CCCC2=O)c(=O)[nH]c1=O
  -0.6	15.2	-0.5	-5.7	-0.4	0.5	-2.9	0.6	-1.3	-0.2	-1.2

2 entries drawn at random from the list so far:
Values run as follows: DAX1 inh-1	sPLA2-III inh	PG9 Ab binder	Rev-erbA mod	ssDAF12 agonist	GAA850 FXN act	hgDAF12 agonist	SMARCA2 act	PLC-beta3 inh	DAX1 inh-2	hcDAF12 agonist
- CN=C(Nc1cc(C)nn1-c1ccccc1)c1ccc(F)cc1
  0.0	10.7	1.9	-4.0	-1.8	1.3	-2.2	-2.0	-0.1	1.2	0.4
- COc1cccc(-c2ncn(CCc3ccccc3OC)c2CC(C)C)c1
  -2.2	-9.9	1.0	0.8	-1.6	/	-4.5	-5.9	3.3	/	-3.6

Random draw from the library; 7% or so of the library scored in one or more.
